PRMT1 FP inh: inhibitors of human PRMT1 | Q99873 | recombinant PRMT1, activity-based probe fluorescence polarization | inhibition, % at 2.79 µM | hit rate 1.3% among 370,000 | AID 652257;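 active = inhibition above about 21% made by adding two undisclosed values, limit read from the data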
mABHD4 FP: ABHD4 (mouse) inhibition, primary FP screen | Q8VD66 | purified mABHD4, FP-Rh probe fluorescence polarization | inhibition, % at 8.92 µM | hit rate 0.54% among 370,000;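 active = inhibition exceeding the mean over every tested compound plus 3 SD, cut at about 30% in these data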;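 also: 0% = plate median of compound wells and 100% = S159A mutant with DMSO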
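Test system: mABHD4 protein; Read-out basis: % inhibition; Incubation: 45 min + 60 min at 25 °C; Repeats: single replicate; Technique: fluorescence polarization with parallel and perpendicular emission, 525/598 nm; Compound: 8.92 µM, single dose; Benchmarks: full inhibition S159A mutant plus DMSO, zero as sample-well median.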
HTRA1 inh: HTRA1 (human) protease inhibition; Q92743; recombinant HTRA1, FP-rhodamine activity-based probe, fluorescence polarization; inhibition, % at 5.96 µM; hit rate 0.5% among 340,000; AID 504803; in the data active = inhibition above about 36%;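 also: 0% = enzyme with DMSO and 100% = wells lacking enzyme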
SIAE primary: blocks human sialic acid acetylesterase; Q9HAT2; SIAE FP-Rh probe binding, fluorescence polarization; inhibition, % at 9.66 µM; hit rate 0.69% among 370,000;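 active = inhibition above a cutoff: mean of compounds within the control limits plus 3 SD of those, cut at about 17% in these data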;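 also: 0% = plate median of compound wells and 100% = probe without SIAE protein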
NPR2 activator: GC-B (human) receptor activation | P20594 | HEK293-GC-B cells, CNP EC30, cGMP TR-FRET; 0% at EC30 CNP, 100% saturating CNP | activation, % at 10 µM | hit rate 0.11% among 370,000;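 active = activation at 10 µM reaching about 35% in either raw or pattern-adjusted values, limit read from the data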
UHRF1 MBD2 ctr: UHRF1 methyl-DNA binding inhibition; Q96T88; UHRF1 binding to methylated oligo, TR-FRET; inhibition, % at 4.4 µM; hit rate 0.75% among 370,000; AID 687016; in the data active = inhibition above about 21%;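 also: UHRF1 SRA domain binding a hemimethylated CpG hairpin DNA probe; 0% = median of test compound wells and 100% = reference inhibitor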
NPR1 activator: GC-A (human) enzyme activation; hit rate 0.14% among 370,000; P16066; activation, % at 10 µM; HEK293 GC-A cells, cGMP TR-FRET, EC30 ANP; 0% at EC30 ANP, 100% saturating ANP; in the data active = activation above about 40%
Target sequence (P16066 whole entry, looked up): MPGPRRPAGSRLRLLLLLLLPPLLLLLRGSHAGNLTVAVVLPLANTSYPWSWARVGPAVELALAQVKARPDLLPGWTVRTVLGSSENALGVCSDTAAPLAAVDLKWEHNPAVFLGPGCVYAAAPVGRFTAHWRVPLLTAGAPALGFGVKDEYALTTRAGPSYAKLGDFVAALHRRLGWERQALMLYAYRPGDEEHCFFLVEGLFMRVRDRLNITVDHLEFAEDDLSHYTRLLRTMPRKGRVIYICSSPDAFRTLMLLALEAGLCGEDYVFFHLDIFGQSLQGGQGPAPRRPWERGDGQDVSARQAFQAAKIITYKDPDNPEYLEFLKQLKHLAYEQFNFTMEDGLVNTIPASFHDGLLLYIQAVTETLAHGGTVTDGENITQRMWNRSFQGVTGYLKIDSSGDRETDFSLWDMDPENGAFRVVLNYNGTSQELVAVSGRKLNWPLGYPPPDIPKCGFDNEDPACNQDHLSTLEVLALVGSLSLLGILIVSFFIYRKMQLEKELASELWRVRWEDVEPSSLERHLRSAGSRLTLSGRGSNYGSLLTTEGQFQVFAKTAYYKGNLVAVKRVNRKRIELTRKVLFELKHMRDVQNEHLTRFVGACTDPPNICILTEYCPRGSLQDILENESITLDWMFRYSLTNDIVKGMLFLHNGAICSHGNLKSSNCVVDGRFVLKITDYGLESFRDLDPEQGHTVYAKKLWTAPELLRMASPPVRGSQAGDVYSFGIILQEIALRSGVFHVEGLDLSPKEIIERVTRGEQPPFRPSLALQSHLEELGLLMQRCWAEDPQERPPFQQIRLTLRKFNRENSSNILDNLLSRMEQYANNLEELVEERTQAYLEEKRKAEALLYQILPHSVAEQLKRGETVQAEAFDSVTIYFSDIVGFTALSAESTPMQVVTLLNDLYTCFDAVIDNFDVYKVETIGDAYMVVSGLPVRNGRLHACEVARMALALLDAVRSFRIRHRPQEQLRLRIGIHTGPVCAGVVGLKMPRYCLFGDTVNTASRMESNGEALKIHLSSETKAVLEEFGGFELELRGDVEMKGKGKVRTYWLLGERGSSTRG
rCAG binder: r(CAG) repeat RNA binding; AID 651821; inhibition, % at 3 µM; hit rate 1.3% among 370,000; TO-PRO-1 dye displacement fluorescence;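 active = inhibition above the plate cutoff, the mean of all test compounds on that plate plus 3 SD, cut at about 35% in these data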;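 also: 0% = DMSO alone and 100% = 100 µM mitoxantrone as full dye displacement; higher means more dye released from RNA so lower well fluorescence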
TCR-CD3 inh: human TCR-CD3 binding inhibition; TAMRA-labeled TCR probe fluorescence, biochemical; inhibition, % at 9.4 µM; hit rate 0.37% among 360,000; AID 651800; in the data active = inhibition above about 19%;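 also: recombinant mutant TCR 2C K166C tagged with TAMRA read by polarization; 0% = receptor in buffer alone and 100% = receptor with positive control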
MBD2 DNA inh: MBD2-methylated oligo binding inhibition. Q9UBB5. hit rate 0.31% among 370,000. inhibition, % at 4.4 µM. TR-FRET, MBD2 binding to methylated oligonucleotide; in the data active = inhibition above about 13%
Starred values were filed as active, the others as inactive; nt = not tested or not shown.

SMILES	PRMT1 FP inh	mABHD4 FP	HTRA1 inh	SIAE primary	NPR2 activator	UHRF1 MBD2 ctr	NPR1 activator	rCAG binder	TCR-CD3 inh	MBD2 DNA inh
COc1ccc(/C=N/NC(=O)c2cccc([N+](=O)[O-])c2)cc1O	-1	-4	-2	9	9	-4	3	4	5	-3
CC(C)(C)c1nc(CN2CCOCC2)ccc1O	2	3	-1	5	2	5	3	-1	0	-4
CC(NC(=O)NCC1CCCO1)(C(F)(F)F)C(F)(F)F (stereo not given)	0	0	-2	2	7	1	2	0	-1	-3
Cc1cccc2sc(NNC(=O)c3ccc(S(=O)(=O)N4CCc5ccccc5C4)cc3)nc12	-5	5	45*	13	-1	-3	1	54*	5	-5
COc1ccc(CN(C(=S)Nc2ccccc2)C2CC(=O)N(c3ccc(F)cc3)C2=O)cc1 (stereo not given)	0	-17	-47	-8	7	-3	2	15	1	3
Cc1cc(C)nc(NS(=O)(=O)c2ccc(NC(=O)C3CC(=O)N(c4ccccc4)C3)cc2)n1 (stereo not given)	-3	4	-2	13	0	0	0	7	4	2
O=c1n(Cc2ccc(F)cc2)nc2n1-c1ccccc1SC2	4	-13	-5	-8	0	2	3	-7	-7	6
COc1ccc(CNC(=O)CCSCc2cccc(Cl)c2)c(OC)c1	-3	-1	-10	-5	-2	-4	-4	-4	11	-6
CN(C(=O)Cn1cccc1C1=NC(c2ccccc2)CO1)c1ccccc1 (stereo not given)	-1	1	-1	8	-4	-3	-1	-6	-2	-2
CCOC(CNC(=O)C(=O)Nc1cc2c3c(c1)CC(=O)N3CCC2)OCC	2	3	7	-5	6	-1	0	0	-1	-1
Cc1onc(C(=O)N2CCN(Cc3ccccc3)CC2)c1[N+](=O)[O-]	2	2	4	-3	2	-2	1	3	11	1
COc1c2c(nc3occc13)C(CC=C(C)C)(OC)C(=O)C=C2 (stereo not given)	-4	4	6	4	6	3	-3	-4	1	-6
CCCCN1C(=O)C(NC(=O)C2CC2)(C(F)(F)F)C2=C1CC(C)(C)CC2=O (stereo not given)	0	-3	10	-1	-4	-1	-2	-6	5	0
CCCCn1c(SCC(N)=O)nc2ccc(N3CCOCC3)cc2c1=O	2	12	10	-2	1	-1	2	5	-7	-1
Cc1ccc(NC(=O)C2CCCC2)cc1Cl	-1	-2	-7	-1	0	1	1	-3	-10	4
Cc1ccc(C)c(S(=O)(=O)N2CCN(CC(=O)NC(=O)NCc3ccccc3)CC2)c1	0	3	-5	2	0	-1	2	-3	5	-1
O=C(CCCc1cccs1)Nc1nc2c(s1)CCCC2	3	14	-8	-1	-1	5	5	0	-6	1
Cc1ccc(CCNC(=O)c2cc(-c3ccncc3)nc3ccccc23)cc1	-2	-12	-10	1	-3	1	-28	-2	-4	-3
COc1ccc(/C=N/n2cnnc2SCc2ccc(OC)cc2)cc1	0	-3	-16	2	-2	-4	-2	0	-3	-3
COc1cccc(CNC(=O)Cn2cccc2C(=O)c2ccccc2C)c1	-2	-3	-9	-4	-1	1	-5	-4	-1	2
CCCC(=O)N(Cc1cc2cc(OC)ccc2[nH]c1=O)c1ccc(OC)cc1	2	-1	-3	-4	-6	0	-11	-2	-7	5
O=C(Nc1ccc(C(=O)O)cc1)Nc1cccc2ccccc12	2	-17	-4	3	5	1	1	0	-3	1
CNCc1ccccc1Sc1cccc2ccccc12	-3	8	2	11	-9	19	-14	6	6	7
COc1ccc(C(=O)CSc2nnc(-c3ccccc3)n2-c2ccc(Cl)cc2)cc1	2	-2	nt	2	-15	-1	-7	8	nt	-7
Cc1cc(=O)oc2cc(OCC(=O)OCC(=O)Nc3ccc(C(C)C)cc3)ccc12	-1	-7	-20	-6	1	-5	0	3	1	4
SMILES	PRMT1 FP inh	mABHD4 FP	HTRA1 inh	SIAE primary	NPR2 activator	UHRF1 MBD2 ctr	NPR1 activator	rCAG binder	TCR-CD3 inh	MBD2 DNA inh
CCN(CC)CCn1c(NCc2cc(OC)ccc2OC)nc2ccccc21	-1	6	-5	5	-13	0	-11	-6	-1	0
COc1cc(C2NC(=O)NC(C)=C2C(=O)OC(C)(C)C)ccc1OCC(=O)O (stereo not given)	-1	-8	-1	2	3	2	0	1	5	-7
O=C(Cn1nnc(-c2ccccc2)n1)OCc1ccccc1	1	-7	-6	0	-5	0	20	4	1	4
COc1cc(S(=O)(=O)N2CCCN(C)CC2)ccc1NC(C)=O	1	-6	6	5	5	3	-11	3	0	2
CCOC(=O)N1CCN(C(=O)CN(c2cccc(C(F)(F)F)c2)S(C)(=O)=O)CC1	-1	8	4	-4	0	4	0	-7	1	2
Cc1ccc(C(=O)NCC(=O)OCc2nc3ccsc3c(=O)[nH]2)cc1C	4	14	-2	-1	-1	0	1	1	-1	6
O=C(NCc1cccnc1)C1CCCN(Cc2cnn(-c3ccccc3)c2-n2cccc2)C1 (stereo not given)	1	3	5	-5	1	-1	-1	-3	8	1
COc1ccc(C(C)(C)C)cc1NC(=O)C1=CC=CN2CCS(=O)(=O)N=C12	1	9	4	-2	-8	0	-5	5	-5	0
Cc1cc2c(=O)n(CC(=O)NCC(=O)N3CCN(Cc4ccccc4)CC3)cnc2s1	-2	-4	2	8	-2	-3	-2	-4	6	3
COc1ccc(CNC(=O)COC(=O)c2ccc(S(=O)(=O)NCc3ccco3)cc2)cc1	5	-8	0	-8	-5	12	1	8	7	4
Cc1cccc(N/C=C(\[N+](=O)[O-])S(=O)(=O)c2ccccc2)c1C	-1	5	5	-1	5	50*	4	2	1	-3
COc1ccccc1NS(=O)(=O)c1cccc(C(=O)OCC(=O)Nc2cc(C)on2)c1	0	1	-14	-3	3	-3	2	4	2	-2
COc1ccc(-c2nn3c(-c4ccc(F)cc4)nnc3s2)cc1	-1	2	-12	-2	-14	-2	-5	4	-1	-3
COC(=O)c1cc(NC(=O)C2CC2)cc(C(=O)OC)c1	2	-5	5	-4	6	4	4	-1	3	1
Cc1noc(C)c1C(=O)Nc1ccc2ccccc2c1	2	5	-3	-5	-2	1	1	-3	13	-7
Cc1onc(-c2c(F)cccc2Cl)c1C(=O)Nc1ccc(S(=O)(=O)N2CCOCC2)cc1	1	-3	-9	-12	3	0	0	3	5	-2
COc1ccc(NC(=O)CCNC(=O)N2CC(=O)Nc3ccccc32)c(OC)c1	-2	0	5	-2	3	0	3	-6	6	1
COc1cc([N+](=O)[O-])ccc1NC(=O)c1cccc(NC(=O)C(C)C)c1	2	-7	-9	0	-4	2	-3	5	4	-7
COc1ccc(Cn2nnnc2CN2CCCCCC2)cc1	1	-11	2	-8	1	5	-1	-10	-7	3
N#CCN1C(=O)C2CCCN2c2ccc(S(=O)(=O)N3CCOCC3)cc21 (stereo not given)	-2	0	-1	-11	1	-4	0	7	6	-6
CC(C)CN(CC(C)C)C(=O)CC(=O)NC(=O)c1ccc(Cl)cc1	-2	-6	-7	3	-2	2	9	-7	-1	-2
N#Cc1c(N)n(C2OC(CO)C(O)C2O)c2ncnc(N)c12 (stereo not given)	-1	-3	5	9	-5	-2	-8	0	-7	1
Cc1c(Cc2ccccc2)c(=O)oc2cc(OCC(N)=O)ccc12	-1	-4	3	-4	16	0	26	-2	-3	-6
CCc1nc(SCC(=O)NCc2ccccc2)c2c(=O)n(C)c(=O)n(C)c2n1	-2	-5	-5	-5	-3	0	-2	0	-2	-2
CC(=O)c1cccc(NC(=O)CSc2nc(N3CCOCC3)nc(N3CCOCC3)n2)c1	2	8	1	2	-12	1	-10	-5	-8	-2

Rewritten with values under each structure: entries from further up
Below each compound: PRMT1 FP inh, mABHD4 FP, HTRA1 inh, SIAE primary, NPR2 activator, UHRF1 MBD2 ctr, NPR1 activator, rCAG binder, TCR-CD3 inh, MBD2 DNA inh
CCN(CC)CCn1c(NCc2cc(OC)ccc2OC)nc2ccccc21
→ -1, 6, -5, 5, -13, 0, -11, -6, -1, 0
COc1cc(C2NC(=O)NC(C)=C2C(=O)OC(C)(C)C)ccc1OCC(=O)O (stereo not given)
→ -1, -8, -1, 2, 3, 2, 0, 1, 5, -7
O=C(Cn1nnc(-c2ccccc2)n1)OCc1ccccc1
→ 1, -7, -6, 0, -5, 0, 20, 4, 1, 4
COc1cc(S(=O)(=O)N2CCCN(C)CC2)ccc1NC(C)=O
→ 1, -6, 6, 5, 5, 3, -11, 3, 0, 2
CCOC(=O)N1CCN(C(=O)CN(c2cccc(C(F)(F)F)c2)S(C)(=O)=O)CC1
→ -1, 8, 4, -4, 0, 4, 0, -7, 1, 2
Cc1ccc(C(=O)NCC(=O)OCc2nc3ccsc3c(=O)[nH]2)cc1C
→ 4, 14, -2, -1, -1, 0, 1, 1, -1, 6
O=C(NCc1cccnc1)C1CCCN(Cc2cnn(-c3ccccc3)c2-n2cccc2)C1 (stereo not given)
→ 1, 3, 5, -5, 1, -1, -1, -3, 8, 1
COc1ccc(C(C)(C)C)cc1NC(=O)C1=CC=CN2CCS(=O)(=O)N=C12
→ 1, 9, 4, -2, -8, 0, -5, 5, -5, 0
Cc1cc2c(=O)n(CC(=O)NCC(=O)N3CCN(Cc4ccccc4)CC3)cnc2s1
→ -2, -4, 2, 8, -2, -3, -2, -4, 6, 3
COc1ccc(CNC(=O)COC(=O)c2ccc(S(=O)(=O)NCc3ccco3)cc2)cc1
→ 5, -8, 0, -8, -5, 12, 1, 8, 7, 4
Cc1cccc(N/C=C(\[N+](=O)[O-])S(=O)(=O)c2ccccc2)c1C
→ -1, 5, 5, -1, 5, 50*, 4, 2, 1, -3
COc1ccccc1NS(=O)(=O)c1cccc(C(=O)OCC(=O)Nc2cc(C)on2)c1
→ 0, 1, -14, -3, 3, -3, 2, 4, 2, -2
COc1ccc(-c2nn3c(-c4ccc(F)cc4)nnc3s2)cc1
→ -1, 2, -12, -2, -14, -2, -5, 4, -1, -3
COC(=O)c1cc(NC(=O)C2CC2)cc(C(=O)OC)c1
→ 2, -5, 5, -4, 6, 4, 4, -1, 3, 1
Cc1noc(C)c1C(=O)Nc1ccc2ccccc2c1
→ 2, 5, -3, -5, -2, 1, 1, -3, 13, -7
Cc1onc(-c2c(F)cccc2Cl)c1C(=O)Nc1ccc(S(=O)(=O)N2CCOCC2)cc1
→ 1, -3, -9, -12, 3, 0, 0, 3, 5, -2
COc1ccc(NC(=O)CCNC(=O)N2CC(=O)Nc3ccccc32)c(OC)c1
→ -2, 0, 5, -2, 3, 0, 3, -6, 6, 1

Next part:
SMILES	PRMT1 FP inh	mABHD4 FP	HTRA1 inh	SIAE primary	NPR2 activator	UHRF1 MBD2 ctr	NPR1 activator	rCAG binder	TCR-CD3 inh	MBD2 DNA inh
c1ccc(Cc2c(C3CCCCC3)nc3c4ccccc4ccn23)cc1	5	-11	nt	1	-3	20	-7	6	-6	6
Cc1ccc(C)c(COC(=O)CCN=C2NS(=O)(=O)c3ccccc32)c1	0	3	-3	-2	1	0	-4	-1	-5	-3
O=C(N/N=C/c1c[nH]c2ccccc12)c1ccccc1Cl	0	2	4	9	-9	-2	-2	4	8	-2
COc1cc(-n2c(C)nc3ncn(-c4ccccc4)c3c2=O)cc(OC)c1OC	-1	1	4	-6	1	-1	1	1	2	0
CCOC(=O)N1CCN(c2c(N3CCN(C(=O)OCC)CC3)c(=O)c2=O)CC1	-3	-1	3	1	-4	1	3	-2	-1	1
O=C(Cn1ccc2ccccc2c1=O)NCCC(=O)N1CCN(c2cccc(C(F)(F)F)c2)CC1	0	1	3	0	6	0	-4	-9	2	5
CCN(CC)S(=O)(=O)c1cccc(C(=O)Nc2cccc(C)c2)c1	-1	-5	-15	-4	-3	-3	1	-2	-2	5
Cc1ccc(-n2cnnn2)c2cccnc12	-3	-3	0	4	0	-5	6	-1	-1	2

Only part of the results is shown (hit frequency here may not be typical).
